GPR151 activ: activators of human GPR151, primary screen, cell-based, PathHunter beta-arrestin, luminescence | PathHunter beta-arrestin GPR151 cells | activation, % at 11.2 µM | actives 1% (n = 650,000); in the data active means activation above about 4.9%;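 further: 0% = median of compound wells and 100% = cells with positive control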
Target sequence (Q8TDV0 whole entry, looked up): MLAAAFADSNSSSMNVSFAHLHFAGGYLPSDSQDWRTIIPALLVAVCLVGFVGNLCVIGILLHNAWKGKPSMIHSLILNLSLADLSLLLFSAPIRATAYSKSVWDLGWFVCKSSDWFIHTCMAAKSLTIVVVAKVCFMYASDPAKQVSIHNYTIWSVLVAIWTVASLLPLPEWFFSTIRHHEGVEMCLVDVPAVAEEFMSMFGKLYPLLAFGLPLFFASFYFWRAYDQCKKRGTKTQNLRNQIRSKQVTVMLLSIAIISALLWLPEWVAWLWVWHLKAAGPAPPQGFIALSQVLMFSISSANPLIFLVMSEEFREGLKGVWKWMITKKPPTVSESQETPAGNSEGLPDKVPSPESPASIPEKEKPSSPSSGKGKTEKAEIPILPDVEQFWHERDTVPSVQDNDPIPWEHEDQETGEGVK
MITF inh: MITF inhibitors, primary screen, biochemical, AlphaScreen, human | Microphthalmia-associated transcription factor (Homo sapiens), O75030 | AlphaScreen MITF homodimerization, bead proximity signal | inhibition, % at 2.6 µM | actives 0.91% (n = 650,000); in the data active means inhibition above about 50%;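 further: 0% = vehicle wells with protein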
FBW7 activator: FBW7 E3 ligase activators, primary screen, biochemical, AlphaScreen, human. AlphaScreen FBW7–phospho-cyclin E peptide binding, activator screen. normalized activity (activation), % at 26.1 µM. actives 0.13% (n = 650,000); in the data active means normalized activity above about 1.9%;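 further: purified mutant Fbw7 with reduced substrate affinity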
Target sequence (Q969H0 whole entry, looked up): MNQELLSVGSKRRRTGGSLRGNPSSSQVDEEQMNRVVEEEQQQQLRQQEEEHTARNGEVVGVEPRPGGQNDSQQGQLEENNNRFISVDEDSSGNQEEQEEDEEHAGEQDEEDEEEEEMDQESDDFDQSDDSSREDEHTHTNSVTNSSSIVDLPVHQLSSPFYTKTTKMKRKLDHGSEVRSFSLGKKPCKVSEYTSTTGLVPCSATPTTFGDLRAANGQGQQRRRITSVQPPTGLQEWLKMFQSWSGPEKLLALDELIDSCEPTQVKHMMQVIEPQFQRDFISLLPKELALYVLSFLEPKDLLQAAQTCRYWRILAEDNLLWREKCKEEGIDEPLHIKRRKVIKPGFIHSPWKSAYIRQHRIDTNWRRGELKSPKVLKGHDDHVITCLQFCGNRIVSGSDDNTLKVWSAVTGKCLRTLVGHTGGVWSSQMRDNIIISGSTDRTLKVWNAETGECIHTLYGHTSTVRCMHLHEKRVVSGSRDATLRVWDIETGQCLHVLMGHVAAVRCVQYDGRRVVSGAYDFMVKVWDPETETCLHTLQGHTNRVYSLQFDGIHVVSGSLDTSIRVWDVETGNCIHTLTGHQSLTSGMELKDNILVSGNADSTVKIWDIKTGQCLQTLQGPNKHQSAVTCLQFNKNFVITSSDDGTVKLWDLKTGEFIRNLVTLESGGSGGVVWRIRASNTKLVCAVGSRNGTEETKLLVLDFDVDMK
TEAD-YAP inh: TEAD-YAP interaction inhibition, primary screen, TEAD-YAP interaction inhibitor project, luminescence, HEK-TIYL cells; TEAD-Gal4/YAP UAS-luciferase luminescence; inhibition, % at 9.12 µM; actives 1.4% (n = 640,000); in the data active means inhibition above about 32%;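 further: 0% = median of test compound wells and 100% = reference inhibitor wells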
Active calls of the source: *. Rows were taken by chance; 3.5% or so of the library scored in one or more.

SMILES | GPR151 activ | MITF inh | FBW7 activator | TEAD-YAP inh
CN(C)C(CNC(=O)c1cc(Br)ccc1Cl)c1ccco1 (stereo not given) | -0.6 | 2 | -0.1 | -4
COc1ccc(N2CCN(c3nc(Cl)nc(Cl)n3)CC2)cc1 | 0.5 | 13 | -0.1 | 6
NC1=NC(=O)/C(=C\c2cccc(Br)c2)S1 | -0.7 | -4 | 0.0 | 9
CC(=O)NCCC(=O)Nc1ccc(N2CCOCC2)cc1 | 0.9 | -3 | 0.0 | -5
COC(=O)c1ccc(CSc2nncn2N)cc1 | 1.4 | -5 | 0.0 | -6
CC(=O)Oc1ccc(CC(C(=O)O)N2C(=O)c3ccccc3C2=O)cc1 (stereo not given) | 1.1 | 0 | -0.1 | 0
Cc1nn(C)c(C)c1-c1cc(C(=O)NCCc2ccc(O)cc2)ccn1 | 0.6 | 17 | 0.3 | 2
CCCOc1ccc(NC(=O)c2c(O)c3ccccc3n(CCC)c2=O)cc1 | 1.3 | -7 | -0.1 | -7
Cc1ccc(NC(=O)CSc2nc3nc(C)c(Cc4ccc(Cl)cc4)c(C)n3n2)cc1C | 3.8 | -10 | 0.1 | 4
CCOc1ccccc1OCC(=O)Nc1cc(C)on1 | -0.5 | -2 | 0.0 | 5
COc1ccccc1NC(=O)C1=C(C)Nc2ncnn2C1c1ccccc1[N+](=O)[O-] (stereo not given) | -0.2 | 3 | 0.2 | 1
N#Cc1cc(-c2ccnc(Nc3ccc(-n4cnc(N5CCNCC5)n4)cc3)n2)cc(N2CCOCC2)c1 | 0.5 | 9 | 0.0 | 17
CCOC(=O)C1=C(C)N=c2s/c(=C/c3ccc(N(C)C)cc3)c(=O)n2C1c1ccc(OC(C)=O)cc1 (stereo not given) | -1.1 | -1 | 0.0 | -7
c1ccc(CCSc2nnc(-c3ccncc3)n2-c2ccccc2)cc1 | -0.1 | -5 | 0.1 | 1
COc1cc(-c2cnc(NCc3cccs3)c3nccn23)cc(OC)c1OC | -0.2 | -16 | 0.0 | 12
COc1ccc(-c2cc(-c3ccccc3)nc(SCC(N)=O)c2C#N)cc1OC | -0.4 | -3 | 0.1 | 12
COc1cccc(C(=O)N=c2sc3cccc(OC)c3n2C)c1 | -0.4 | 0 | -0.2 | -6
CC(C)N(C)CCOC(=O)c1ccccc1I | -0.6 | 14 | 0.3 | 12
COc1cccc(C2Nc3ccccc3-c3nnc(SC)nc3O2)c1 (stereo not given) | -0.5 | -5 | -0.2 | -12
Cc1ccc(C)c(NC(=O)Cn2c(=O)n(CC3CCCO3)c(=O)c3ccccc32)c1 (stereo not given) | 0.1 | -1 | 1.4 | 6

One compound at a time, as listed above. Order of screens: GPR151 activ | MITF inh | FBW7 activator | TEAD-YAP inh
COc1ccc(N2CCN(c3nc(Cl)nc(Cl)n3)CC2)cc1 across the screens: 0.5 | 13 | -0.1 | 6
Cc1ccc(C)c(NC(=O)Cn2c(=O)n(CC3CCCO3)c(=O)c3ccccc32)c1 (stereo not given) across the screens: 0.1 | -1 | 1.4 | 6

New compounds follow:
SMILES | GPR151 activ | MITF inh | FBW7 activator | TEAD-YAP inh
CSc1ccc(CC(=O)Nc2nnc(-c3ccc(Cl)cc3)o2)cc1 | 0.3 | 5 | 0.1 | 2
CCOc1ccc(C(=O)N2CCN(c3cccc(Cl)c3)CC2)cc1 | 0.8 | 10 | 0.2 | 1
COc1ccccc1N(CC(=O)Nc1ccc(C)c(Cl)c1)S(C)(=O)=O | -0.4 | 3 | -0.1 | -13
COc1ccc(N(CCCN2C(=O)c3cccc4cccc(c34)C2=O)C(=O)c2cc(OC)cc(OC)c2)cc1 | 1.7 | 0 | -0.1 | 10
C/C(=C\C(=O)ONC(=O)c1ccccc1)Nc1ccccc1 | -0.9 | -51 | 0.0 | -5
CCC1Oc2ccccc2N(CC(=O)NCCO)C1=O (stereo not given) | 1.1 | -3 | -0.2 | -7
COc1ccc(/C=N/NC(=O)C(C)O)cc1 (stereo not given) | 0.7 | 2 | -0.1 | -16
O=C1CN(c2nc3ccc(Cl)cc3n3cnnc23)CC(=O)N1CCc1ccccc1 | 0.5 | 11 | -0.1 | -6
N[C@H](Cc1cccc(F)c1)c1nc2cc(-c3ccncc3)cnc2s1 | 2.5 | -1 | -0.1 | -6
O=C(CN1CCN(Cc2ccccc2)C1=O)NCc1cccs1 | 0.3 | -7 | -0.1 | -3
CC(NC(=O)CCN1C(=O)c2ccccc2C1=O)c1ccccc1 (stereo not given) | -0.4 | -3 | 0.4 | -15
O=C1CC(C(=O)Nc2ccccc2Cl)SC(=Nc2ccccc2)N1 (stereo not given) | -1.8 | 3 | 0.0 | 4
CCOC(=O)CSc1nc2c(sc(=S)n2-c2c(C)cccc2C)c(=O)n1-c1ccc(Br)cc1 | 0.4 | 19 | 0.0 | 3
Cc1nnc(SCC(=O)Nc2ccc(Cl)c(Cl)c2)o1 | -0.4 | 11 | -0.1 | 1
CC(C)C[C@@H]1NC(=O)[C@@H]2C[C@H](NC(=O)c3ccc(C(F)(F)F)cc3)CN2C1=O | 0.1 | 2 | 0.1 | 1
O=C(Nc1ccc(F)c([N+](=O)[O-])c1)c1ccc(-c2ccccc2)o1 | 0.4 | 4 | 0.0 | 0
CCC(=O)NCCc1nc2ccccc2n1CC | 0.1 | 9 | 0.0 | 9
Cc1cccc(C(=O)/C(C#N)=C\n2c(N)nc3ccccc32)c1 | 0.1 | 5 | 0.1 | 4
C=CCn1c(C)csc1=Nc1ccc(C(=O)OCC)cc1 | -1.0 | 20 | -0.3 | -69
COc1ccc(NC2CCN(c3nc(C)cc(C)n3)CC2)cc1 | 0.6 | 3 | 0.0 | -1
COCCNC(=O)Cn1c(C)c(C=O)c2ccccc21 | -0.6 | 28 | 0.1 | -3
NC(=O)c1ccc(NC(=O)CN2CCN(C(=O)c3ccco3)CC2)cc1 | -0.9 | -8 | -0.1 | 11
COc1ccc(CCNC(=O)C2(C)CCC(=O)N2CCC(C)C)cc1OC (stereo not given) | -0.1 | -10 | -0.1 | 1
CC(C)CNC(=O)Cc1ccc2c(c1)CC(c1nc3ccc(-c4ccnc(N)n4)cc3[nH]1)CO2 (stereo not given) | -1.5 | -1 | 0.3 | -1
COc1cc(Nc2nc(Nc3cccc(N(C)C)c3)ncc2C)cc(OC)c1OC | -1.0 | 11 | 0.0 | 54*
COC(CNC(=O)c1ccc(CS(=O)(=O)c2ccc(Br)cc2)o1)OC | -1.0 | 10 | 0.7 | -11
NC(=O)c1ccc(NC(=O)NC2CC(=O)N(c3ccccc3)C2)cc1 (stereo not given) | 0.4 | 2 | -0.1 | 6
CC1(NC(=S)Nc2ccc(O)cc2)CCS(=O)(=O)C1 (stereo not given) | 2.9 | 0 | -0.1 | 11
COc1ccccc1-c1noc(CCC(=O)NC(C)(C)C)n1 | 2.3 | -6 | -0.1 | -9
O=c1c2ccccc2[nH]c(=S)n1C1CCCCC1 | -1.1 | 5 | 0.0 | -5
O=C(CNCCCN1CCOCC1)Nc1ccc(C(=O)N2CCCCC2)cc1 | -1.1 | 85* | 0.2 | -3
COc1cc(NC(=O)c2c(-c3c(Cl)cccc3Cl)noc2C)c(OC)cc1Cl | 1.1 | 0 | 0.1 | -6
Cc1cccc(C(=O)N2CCc3nnc(CNC(=O)C4CCOC4)n3CC2)c1C (stereo not given) | -0.6 | -4 | 0.1 | 1
O=C(NCCc1ccc(Cl)cc1)c1ccc2nc(-c3cccs3)c(-c3cccs3)nc2c1 | 0.6 | -6 | -0.1 | 9
CC(C)OC(=O)c1c(NC(=O)CSc2nncn2C)sc2c1CCCC2 | -0.5 | -6 | 0.1 | -8
O=C(CN1C(=O)c2ccccc2C1=O)Nc1cc(Cl)ccc1C(=O)O | 1.7 | 5 | -1.0 | 0
O=C(Cc1ccc(Cl)c(Cl)c1)c1cc(S(=O)(=O)N2CCc3ccccc32)ccc1F | -1.7 | -4 | 0.1 | -7
O=C1CS/C(=N\N=C\c2ccc(OC(=O)c3cccc([N+](=O)[O-])c3)cc2)N1 | 0.2 | -7 | -0.1 | 1
OCCCNc1nc(-c2ccccc2)c2cc(Cl)ccc2n1 | -0.7 | 5 | 0.3 | 0
CCOc1ccccc1/C=N/NC(=O)c1cccs1 | -1.5 | 13 | 0.0 | -57

Structures from the list above that contain a COOH group (2):
SMILES | GPR151 activ | MITF inh | FBW7 activator | TEAD-YAP inh
CC(=O)Oc1ccc(CC(C(=O)O)N2C(=O)c3ccccc3C2=O)cc1 (stereo not given) | 1.1 | 0 | -0.1 | 0
O=C(CN1C(=O)c2ccccc2C1=O)Nc1cc(Cl)ccc1C(=O)O | 1.7 | 5 | -1.0 | 0

The listing continues.
SMILES | GPR151 activ | MITF inh | FBW7 activator | TEAD-YAP inh
Cc1ccc(NC(=O)c2sc3ccccc3c2Cl)c(Br)c1 | 0.6 | 5 | 0.2 | -31
NC(C(=O)N1CCC(Nc2ccc3[nH]ncc3c2)CC1)c1ccc(F)cc1F (stereo not given) | 0.4 | 3 | -0.3 | -10
O=C(CCCn1nc(-c2ccccc2)c2ccccc21)NCCCN1CCOCC1 | -0.8 | 4 | -0.1 | -2
CCC(Sc1ncccc1C(=O)O)C(=O)O (stereo not given) | -0.9 | 2 | 0.3 | -1
O=c1cc(CN2CCOCC2)c2cc(Cl)c(O)cc2o1 | 0.7 | 5 | -0.1 | -7
COCCNc1nc(SCc2ccc([N+](=O)[O-])cc2)nc2ccccc12 | -0.8 | 15 | 0.8 | -1
COc1ccccc1CCc1nnc(CCC(=O)NC23CC4CC(CC(C4)C2)C3)o1 | 1.7 | 2 | -0.3 | -8
COc1ccccc1CNC(=O)c1ccccc1C(=O)NC(CC(C)C)C(=O)NCc1ccccc1OC (stereo not given) | -1.2 | 9 | 0.2 | 9
Cc1nc2ccc(S(=O)(=O)NC(CC(C)C)C(=O)NC3CCCC3)cc2s1 (stereo not given) | -0.6 | 9 | 0.0 | 11
O=[N+]([O-])c1cccc(-c2nc3ccccc3[nH]2)c1 | -4.8 | 0 | -0.2 | -47
COC(=O)C1C(=O)CC(=O)CC1c1ccccc1 (stereo not given) | -0.4 | 3 | -0.1 | 3
Cc1ccc(C2(C#N)C(=O)Nc3ccccc32)c(C)c1 (stereo not given) | -1.9 | -4 | -0.1 | -6
COc1ccc(/C=C(\C#N)c2cc(OC)c(OC)cc2[N+](=O)[O-])cc1 | -1.4 | -4 | -0.1 | -7
CCOc1cc(Br)c(/C=c2/sc3nc4ccccc4n3c2=O)cc1OC | -0.6 | -16 | 0.1 | -4
COc1ccc2c(c1)C[C@@H](C(=O)Nc1ccc(-c3cn[nH]c3C)cc1SCCN(C)C)NC2 | -1.2 | 17 | 0.0 | -10
CN(C)S(=O)(=O)c1ccc(S(=O)(=O)N(Cc2ccccn2)Cc2ccco2)cc1 | 0.5 | 9 | 0.2 | -1
COC1CCC(C(=O)N2CCc3nc(C)[nH]c(=O)c3C2)CC1 (stereo not given) | -1.6 | 8 | 0.8 | 6
CC(C)NC(=O)c1ccc2c(c1)nnn2C | 0.5 | 4 | 0.1 | 13
O=C(Cn1ccc([N+](=O)[O-])n1)Nc1ccc(F)c(Cl)c1 | 2.8 | -6 | 0.0 | -2
CCCCCn1c(=S)[nH]c2cc(C(=O)OC)ccc2c1=O | -0.5 | -11 | -0.1 | 0
COc1ccc(CNC2CCN(c3ccc(C(=O)NC4CCCC4)cc3)CC2)cc1OC | -1.3 | 9 | 0.2 | 2
O=S(=O)(c1ccc(Br)cc1)N1CCN(Cc2ccccc2)CC1 | -2.2 | -9 | -0.1 | -8
CCOC(=O)c1ccc(N2CCN(c3cccc(OC)c3)CC2)c(NC(=O)Nc2ccc(OCC)cc2)c1 | -0.7 | 4 | -0.1 | -4
CC(C)(C)NC(=O)C(c1ccc(F)cc1)N(Cc1cccs1)C(=O)c1csnn1 (stereo not given) | 0.0 | 1 | -0.1 | 7
CCC(CC)C(=O)Nc1c2c(nn1-c1cccc(Cl)c1)CS(=O)(=O)C2 | -1.0 | -2 | 0.0 | -5
Nc1cccc(-c2nc3ccc(C(=O)Nc4ccc(Oc5ccccc5)cc4)cc3s2)c1 | -0.6 | 2 | -0.2 | -11
O=C(NCc1cccc(C(F)(F)F)c1)c1ccc2nc(Br)sc2c1 | 1.1 | 4 | 0.0 | 9
CN1c2ncccc2C(=O)NC12CCN(C(=O)Cn1ncc3ccccc3c1=O)CC2 | 1.7 | 18 | 0.3 | 6
Cc1ccc(C(=O)c2sc3nc(C)cc(C(F)(F)F)c3c2N)cc1 | 1.3 | -30 | 1.0 | 3
NC(=O)C1(N2CCCCC2)CCN(C(=O)c2ccc(CNc3nc(=S)[nH]c4ccccc34)cc2)CC1 | -0.7 | 8 | 0.0 | -4

Of the compounds above, 8 have a thiophene ring, fused or not:
SMILES | GPR151 activ | MITF inh | FBW7 activator | TEAD-YAP inh
COc1cc(-c2cnc(NCc3cccs3)c3nccn23)cc(OC)c1OC | -0.2 | -16 | 0.0 | 12
O=C(CN1CCN(Cc2ccccc2)C1=O)NCc1cccs1 | 0.3 | -7 | -0.1 | -3
O=C(NCCc1ccc(Cl)cc1)c1ccc2nc(-c3cccs3)c(-c3cccs3)nc2c1 | 0.6 | -6 | -0.1 | 9
CC(C)OC(=O)c1c(NC(=O)CSc2nncn2C)sc2c1CCCC2 | -0.5 | -6 | 0.1 | -8
CCOc1ccccc1/C=N/NC(=O)c1cccs1 | -1.5 | 13 | 0.0 | -57
Cc1ccc(NC(=O)c2sc3ccccc3c2Cl)c(Br)c1 | 0.6 | 5 | 0.2 | -31
CC(C)(C)NC(=O)C(c1ccc(F)cc1)N(Cc1cccs1)C(=O)c1csnn1 (stereo not given) | 0.0 | 1 | -0.1 | 7
Cc1ccc(C(=O)c2sc3nc(C)cc(C(F)(F)F)c3c2N)cc1 | 1.3 | -30 | 1.0 | 3

Source: PubChem (The Scripps Research Institute Molecular Screening Center)
